Source: PubChem (several laboratories)
EBV gp42 block: Epstein-Barr virus gp42 inhibitors, primary screen, biochemical, uHTS, fluorescence polarization | Glycoprotein 42 (Epstein-Barr virus (strain AG876)), Q1HVG2 | Fluorescence polarization binding assay, mP read-out | inhibition, % (tested at 21.74 µM) | actives 0.42% (n = 220,000) | AID 1085, 2008; in the data active = inhibition above about 50%
Target sequence (Q1HVG2 whole entry, looked up): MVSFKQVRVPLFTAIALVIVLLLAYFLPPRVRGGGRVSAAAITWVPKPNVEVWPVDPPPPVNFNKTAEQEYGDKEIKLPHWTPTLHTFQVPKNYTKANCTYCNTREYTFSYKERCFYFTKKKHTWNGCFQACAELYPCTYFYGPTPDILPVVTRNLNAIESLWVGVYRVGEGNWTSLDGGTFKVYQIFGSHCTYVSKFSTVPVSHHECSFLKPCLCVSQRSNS
p47phox inh: p47phox/p22phox peptide binding inhibitors, primary screen, biochemical, uHTS, NADPH oxidase regulatory subunit; Neutrophil cytosol factor 1 (Homo sapiens), P14598; fluorescence polarization, 2 h; inhibition, % at 24.7 µM; actives 0.53% (n = 220,000);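 also: 0% = p47phox with labelled peptide and 100% = labelled peptide alone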
Furin inhibitor: human furin inhibitors, primary screen, biochemical, fluorescence intensity; P09958; purified furin, fluorogenic substrate cleavage; inhibition, % at 30 µM; actives 0.061% (n = 220,000); AID 463115, 2010; in the data active = inhibition above about 25%; also: inactives centre near -15
Target sequence (P09958 108-714 limits assumed): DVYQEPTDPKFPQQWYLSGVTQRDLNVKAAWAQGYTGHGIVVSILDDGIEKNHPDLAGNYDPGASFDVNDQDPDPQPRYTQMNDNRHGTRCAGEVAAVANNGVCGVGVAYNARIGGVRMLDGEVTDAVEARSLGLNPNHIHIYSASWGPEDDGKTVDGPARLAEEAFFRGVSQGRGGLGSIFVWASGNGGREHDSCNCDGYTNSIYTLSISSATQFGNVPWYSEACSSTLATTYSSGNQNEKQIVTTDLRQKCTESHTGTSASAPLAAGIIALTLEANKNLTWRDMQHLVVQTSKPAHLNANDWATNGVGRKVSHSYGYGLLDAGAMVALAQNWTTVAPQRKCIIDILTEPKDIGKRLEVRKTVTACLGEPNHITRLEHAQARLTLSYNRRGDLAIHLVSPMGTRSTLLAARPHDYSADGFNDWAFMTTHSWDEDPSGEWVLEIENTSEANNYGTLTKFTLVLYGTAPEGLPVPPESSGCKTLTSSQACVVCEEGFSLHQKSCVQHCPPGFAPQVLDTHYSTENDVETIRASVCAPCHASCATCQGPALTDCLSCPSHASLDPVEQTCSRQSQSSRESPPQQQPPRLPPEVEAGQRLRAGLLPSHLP
Thrombin inh: human alpha-thrombin inhibitors, primary screen, counter-screen for coagulation protease inhibitor project, biochemical, 1536-well, fluorogenic AMC substrate; Boc-VPR-AMC fluorogenic substrate cleavage; inhibition, % at 5 µM; actives 0.26% (n = 220,000); AID 1046, 2008;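 active = inhibition at or above 40%; inactive = inhibition below 40%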;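 also: 0% = enzyme with no compound and 100% = wells without enzyme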
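Test system: human alpha-thrombin protein / Dosing: one concentration per compound, 5 µM, with 0.2% DMSO / Medium: pH 7.5 Tris-saline with Tween 20 / Benchmarks: no-compound enzyme wells and no-enzyme blanks / Read-out basis: percent inhibition of thrombin substrate cleavage / Timing: reaction at room temperature / Measured by: fluorescence, ex 355 nm, em 460 nm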
hK5 inh: human KLK5 protease inhibitors, primary screen, biochemical, 1536-well. actives 0.59% (n = 210,000). recombinant hK5, fluorogenic AMC substrate cleavage. inhibition, % at 5 µM;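 active = inhibition of 40% or more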;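 also: 0% = enzyme controls without compound and 100% = no-enzyme blanks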
Target sequence (Q9Y337 67-293 limits assumed): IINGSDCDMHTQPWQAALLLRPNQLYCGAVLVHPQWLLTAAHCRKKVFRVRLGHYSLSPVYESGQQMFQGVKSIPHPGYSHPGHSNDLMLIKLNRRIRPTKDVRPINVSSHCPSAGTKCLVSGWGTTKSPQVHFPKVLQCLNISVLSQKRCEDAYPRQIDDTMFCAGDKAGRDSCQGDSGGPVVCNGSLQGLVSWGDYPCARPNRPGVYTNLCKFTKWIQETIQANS
Cl transport mod: KCC2 cotransporter modulators, thallium flux, primary screen, cell-based, HEK293 KCC2, FluoZin-2 fluorescence, MLSMR | Solute carrier family 12 member 5 (Homo sapiens), Q9H2X9 | KCC2 cells, thallium flux FluoZin-2 fluorescence | B-score of Tl+ flux slope (higher = more flux/activation; lower = inhibition) at 10 µM | actives 2.2% (n = 190,000);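 active = thallium flux slope and its plate-corrected score both differing from the plate sample mean at a set confidence after two filtering rounds, in either direction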;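 also: slope of fluorescence scaled to starting intensity during 10 to 20 s after thallium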
Rad51 HR inh: human RAD51 strand exchange inhibitors, primary screen, biochemical, fluorescence. inhibition, % at 10 µM. actives 0.085% (n = 200,000). hRad51 DNA strand exchange, fluorescence dequenching;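 active = inhibition above 40% at the single screening dose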;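 also: 0% = DMSO control wells and 100% = blanks with heterologous ssDNA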
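Read-out basis: percent inhibition relative to plate controls and blanks / Assay system: human Rad51 nucleoprotein filaments preassembled on unlabelled ssDNA / Timing: filaments 15 min 37 °C, then compound 30 min / Control set: per-plate controls and blanks / Technique: fluorescence dequenching at 485/520 nm / Compound: 10 µM final, single point / Also added: Fluorescein- and BHQ1-tagged 47-mer duplex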
14-3-3 Bad PPI: inhibitors of 14-3-3 zeta/Bad binding, primary screen, biochemical, TR-FRET, bovine 14-3-3 zeta. 14-3-3 protein zeta/delta (Bos taurus), P63103. TR-FRET 14-3-3zeta/Dy647-pBad peptide displacement, 1 h. inhibition, % at 21.7 µM. actives 0.71% (n = 220,000). AID 781, 2007;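 active = inhibition above about 70%, limit read from the data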;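 also: 0% = full 14-3-3 plus peptide FRET controls and 100% = background without 14-3-3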
eIF4E-4G inh: eIF4E–eIF4G protein interaction inhibitors, primary screen, biochemical, uHTS, TR-FRET, eIF4GI fragment; Eukaryotic translation initiation factor 4E (Mus musculus) + Eukaryotic translation …; actives 0.37% (n = 220,000); inhibition, % at 21.7 µM; TR-FRET eIF4E-eIF4GI(517-606) binding, 2 h;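 also: 0% = full FRET control wells and 100% = background wells lacking eIF4GI fragment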
* marks the source's active call; other numbers are inactive results; · = not tested or not shown; [ ] = dose if it differs, or a comment.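 The calls were made as follows, unless noted: active = inhibition above about 30% (limit read from the data); inactive = the rest.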

Letters – A = EBV gp42 block; B = p47phox inh; C = Furin inhibitor; D = Thrombin inh; E = hK5 inh; F = Cl transport mod; G = Rad51 HR inh; H = 14-3-3 Bad PPI; I = eIF4E-4G inh
COc1ccccc1CNS(=O)(=O)c1cccc(S(=O)(=O)N2CCOCC2)c1
  A: -16; B: -8; C: -27; D: 1; E: 0; F: ·; G: -6; H: -6; I: 10

Nc1ccc2nn(-c3ccc(Cl)cc3)nc2c1
  A: -13; B: -14; C: -29; D: 0; E: -10; F: -0.82; G: 4; H: 0; I: -2

O=C(NC(Cc1ccccc1)C(=O)O)c1ccccc1 (centres undefined)
  A: -1; B: -13; C: -10; D: -7; E: 3; F: 1.3; G: 2; H: 2; I: 4

O=C1OCc2ccc(NC(=O)C3CCCCC3)cc21
  A: -6; B: -11; C: -23[20 µM]; D: 1; E: -12; F: ·; G: -6; H: -16; I: -7[fluorescence artefact?]

O=C(CSc1ncccn1)Nc1ccc(S(=O)(=O)N2CCCCC2)cc1
  A: 3; B: -10; C: -19[20 µM]; D: -6; E: 16; F: 0.13; G: 3; H: 8; I: 6

O=C1CCCCCN1CP(=O)(O)CCc1ccccc1
  A: 3; B: -1; C: -13; D: -6; E: -3; F: 0.85; G: 4; H: 6; I: -7

N#Cc1cnc(SCC(=O)NNC(=O)COc2cccc3ccccc23)nc1N
  A: -14; B: -9; C: -12; D: -5; E: -1; F: 0.7; G: -3; H: 7; I: -3

O=C(CSc1ncccn1)N/N=C/c1cccc(OC2CSC2)c1
  A: -3; B: 1; C: -3; D: 8; E: 16; F: ·; G: -7; H: 1; I: 1

CCCCCCC(=O)N/N=C/Cc1ccccc1
  A: -13; B: -10; C: -17[20 µM]; D: -4; E: -13; F: 0.81; G: 0; H: -6; I: -1

CN1CCc2c(sc3c2C(=O)NC(c2ccccn2)N3)C1 (centres undefined)
  A: 11; B: 2; C: -28[20 µM]; D: -3; E: -60; F: 0.32; G: -17; H: 3; I: -7[fluorescence artefact?]

CN1C(=S)SC(/[N+]([O-])=C/c2c(F)cccc2Cl)C1(C)C (centres undefined)
  A: -11; B: -5; C: -12; D: -5; E: -2; F: ·; G: -2; H: -22; I: 1

Cc1ccc(C2=NN(C(=O)C3CCCO3)C(c3ccco3)C2)cc1 (centres undefined)
  A: -23; B: -14; C: -21; D: -11; E: -1; F: -0.023; G: -4; H: -10; I: -1

Cc1ccccc1NC(=O)c1sc(NC(=O)COc2ccccc2)c(C#N)c1C
  A: -1; B: -16; C: -18; D: -2; E: 0; F: -1.5; G: ·; H: -18; I: 4

CCCCOc1c(Br)cc(/C=C2\N=C(C)OC2=O)cc1OCC
  A: -30; B: -5; C: -3[20 µM]; D: -1; E: 1; F: 0.54; G: 0; H: 4; I: 7

O=C(CN1CCOCC1)NC1CC2CCC1C2 (centres undefined)
  A: -19; B: -2; C: -13[20 µM]; D: -6; E: -23; F: 1.3; G: -10; H: 11; I: -1

O=C(NN1C(=O)c2cc(Br)ccc2NC1c1cc(Br)cc(Br)c1O)c1ccncc1 (centres undefined)
  A: 9; B: -15; C: -9; D: -1; E: -39; F: 0.38; G: -4; H: -4; I: 5[fluorescence artefact?]

CCN(CC)S(=O)(=O)N1CCC(C(=O)NCc2ccc3c(c2)OCO3)CC1
  A: 3; B: -5; C: -22; D: -4; E: -13; F: 0.43; G: ·; H: 1[fluorescence artefact?]; I: -4

CCC1Oc2ccccc2N(CC(=O)NCCC2=CCCCC2)C1=O (centres undefined)
  A: -3; B: 1; C: -21; D: 2; E: 3; F: ·; G: 0; H: 5; I: -5

C/C(=N/OC(=O)C1CC1)c1cc(-c2ccc(Cl)cc2)no1
  A: -11; B: -11; C: -31; D: -1; E: ·; F: -0.069; G: 7; H: -11; I: -2

O=C(COC(=O)c1ccccc1C(=O)c1ccc(Cl)cc1)NCCc1ccccc1
  A: -12; B: -4; C: -11; D: -9; E: 2; F: -1.7; G: -6; H: 7; I: 2

Compound profiles (already shown). Order of values: EBV gp42 block	p47phox inh	Furin inhibitor	Thrombin inh	hK5 inh	Cl transport mod	Rad51 HR inh	14-3-3 Bad PPI	eIF4E-4G inh
`O=C1CCCCCN1CP(=O)(O)CCc1ccccc1` across the screens: 3	-1	-13	-6	-3	0.85	4	6	-7
`CCCCOc1c(Br)cc(/C=C2\N=C(C)OC2=O)cc1OCC` across the screens: -30	-5	-3[20 µM]	-1	1	0.54	0	4	7
`O=C(CSc1ncccn1)N/N=C/c1cccc(OC2CSC2)c1` across the screens: -3	1	-3	8	16	·	-7	1	1
`CCCCCCC(=O)N/N=C/Cc1ccccc1` across the screens: -13	-10	-17[20 µM]	-4	-13	0.81	0	-6	-1
`O=C(NC(Cc1ccccc1)C(=O)O)c1ccccc1` (centres undefined) across the screens: -1	-13	-10	-7	3	1.3	2	2	4

New compounds follow.
Letters – A = EBV gp42 block; B = p47phox inh; C = Furin inhibitor; D = Thrombin inh; E = hK5 inh; F = Cl transport mod; G = Rad51 HR inh; H = 14-3-3 Bad PPI; I = eIF4E-4G inh
C[C@H](NC(=O)c1nc[nH]c1C(=O)N[C@@H](C)c1ccccc1)C(=O)OC(C)(C)C
  A: -12; B: ·; C: -12; D: -2; E: 6; F: 1.3; G: 3; H: -5; I: 8

COc1cc(OC)cc(C(=O)N[C@H](C(=O)Nc2nc(-c3ccc(OC)c(OC)c3)cs2)C(C)C)c1
  A: -15; B: -20; C: -16; D: 4; E: 3; F: 0.28; G: 5; H: 2; I: -6

COC(=O)[C@H](Cc1ccccc1)NC(=O)NCC1CCCO1 (some centres undefined)
  A: -11; B: -9; C: 2; D: 1; E: 2; F: 0.58; G: -2; H: 2; I: 1

Cc1ccc(C(=O)NC(=S)N2CCN(c3ccccc3F)CC2)cc1
  A: -14; B: -11; C: -14; D: -3; E: -7; F: ·; G: -31; H: 9; I: 1

c1ccc(OCCCCN2CCOCC2)cc1
  A: 0; B: 4; C: -4[20 µM]; D: 4; E: -9; F: 0.21; G: ·; H: 13; I: -4

CC(=O)Nc1ccc(S(=O)(=O)N2CCC(c3nc4ccccc4[nH]3)CC2)cc1
  A: 3; B: 5; C: -19[20 µM]; D: -1; E: -15; F: 2.2; G: -6; H: -1; I: -2

Cc1c(NC(=O)C(Sc2ccccc2)c2ccccc2)cccc1[N+](=O)[O-] (centres undefined)
  A: -6; B: -14; C: -19[20 µM]; D: 4; E: -9; F: 0.066; G: ·; H: -5; I: -5

OCCCn1c(-c2ccccc2)csc1=Nc1ccccc1
  A: -1; B: -4; C: -19; D: -3; E: ·; F: -1.3; G: -30; H: -4; I: 4

COC(=O)c1cc2n(n1)CCN(Cc1ccc(C)cc1)C2=O
  A: -4; B: -7; C: -15[20 µM]; D: 5; E: 4; F: -0.16; G: -3; H: -2; I: 3

Cc1cccc(Cn2nc(-n3cccc3)c3c(C)cc(C)nc32)c1
  A: -13; B: -14; C: -15; D: -4; E: 1; F: 0.012; G: -12; H: -14; I: 2

CC(C)CC(=O)NC(=S)Nc1cccc2nsnc12
  A: -7; B: -46; C: -20; D: -7; E: -4; F: -0.24; G: -3; H: -17; I: 0

O=C(CCC1CCCCC1)Nc1ccc(C(=O)c2ccncc2)cc1
  A: 4; B: 1; C: -11; D: -3; E: -4; F: -0.66; G: -3; H: -6; I: -1

COc1cc(NC(=O)Nc2ccccc2)c(OC)cc1NC(=O)CN1CCCCC1
  A: 0; B: -10; C: -13; D: -11; E: -17; F: ·; G: -9; H: -21; I: -1

CC(=O)Nc1ccc(N2C(=O)CSC2c2c(F)cccc2Cl)cc1 (centres undefined)
  A: -32; B: -16; C: -23[20 µM]; D: 4; E: -11; F: 0.017; G: 3; H: 0; I: -2

O=C(c1ccc(Cl)c([N+](=O)[O-])c1)N(Cc1cccc(Cl)c1)C1CCS(=O)(=O)C1 (centres undefined)
  A: -2; B: -5; C: -3; D: -2; E: -21; F: 0.39; G: -10; H: 10; I: -3

CCN(CC)CCn1c(NCc2ccccn2)nc2ccccc21
  A: -6; B: -11; C: -2[20 µM]; D: -1; E: 2; F: 0.56; G: 4; H: 77*; I: -5

CCC(=O)Nc1ccc(-c2nnc(SCC(=O)Nc3nccs3)n2C)cc1
  A: -15; B: 2; C: -26; D: 0; E: 6; F: 2.1; G: -40; H: 11[fluorescence artefact?]; I: -3

COc1ccc(C(=O)NC(=S)Nc2cccnc2)cc1[N+](=O)[O-]
  A: 9; B: -5; C: 0; D: 0; E: 9; F: 0.59; G: -1; H: 0; I: -5

COc1ccccc1Nc1nc(C)cc(=O)[nH]1
  A: -5; B: -1; C: -3[20 µM]; D: -5; E: -1; F: -0.12; G: 7; H: 1; I: 2

O=C(C1=C[C@H](c2ccccc2)C[C@H](OCc2ccc(CO)cc2)O1)N1CCN(Cc2ccccc2)CC1
  A: 2; B: ·; C: -12; D: -5; E: -2; F: 0.079; G: -5; H: -2; I: 1

CC(=O)c1ccc(NC(=O)c2ccccc2Sc2ncnc3sc(C)c(C)c23)cc1
  A: 10; B: -4; C: -12; D: -6; E: -17; F: 0.086; G: -1; H: -22[fluorescence artefact?]; I: 27[fluorescence artefact?]

Cc1cccc(N(CC(=O)N2CCN(c3ccccc3F)CC2)S(C)(=O)=O)c1
  A: -6; B: -10; C: -26; D: -10; E: -5; F: -0.85; G: -8; H: -19; I: 4

CC1=Nc2ccc(Br)cc2C(c2ccccc2)N1CC(=O)NN (centres undefined)
  A: -5; B: -8; C: -17; D: -4; E: 6; F: ·; G: ·; H: -11; I: -1

C/C(=N\NC(=O)c1ccc(Cl)cc1)c1cccs1
  A: -4; B: 38*; C: -18; D: -6; E: -1; F: 25*; G: -3; H: -2; I: -1

CC(C)CCNC(=O)CN(C(=O)CCC(=O)Nc1ccccn1)c1ccc2c(c1)OCCO2
  A: -9; B: -5; C: -15[20 µM]; D: 1; E: -5; F: -1.5; G: 0; H: -5; I: 6[fluorescence artefact?]

O=C(NS(=O)(=O)Oc1ccc(F)c(Cl)c1)OC[C@@H]1CCCN2CCCCC12 (some centres undefined)
  A: -6; B: -7; C: -31; D: 5; E: -12; F: 1.5; G: -9; H: -25; I: -2

COC(F)(C(=O)Nc1ccc2c(c1)C(=O)NC2=O)C(F)(F)F (centres undefined)
  A: -12; B: -8; C: -11; D: 5; E: 7; F: 0.51; G: 0; H: -2; I: -2

C/C(=N\NC(=O)CN(c1ccccc1Br)S(C)(=O)=O)c1cccs1
  A: -19; B: -8; C: -7; D: ·; E: 2; F: 0.16; G: 5; H: -6; I: -1

Cc1ccc(/C(O)=C2/C(=O)C(=O)OC2c2ccc(Cl)cc2)cc1 (centres undefined)
  A: -8; B: -11; C: 5[20 µM]; D: 7; E: -19; F: 0.72; G: ·; H: 61; I: 2

N#CCOc1ccc2oc(-c3ccco3)cc(=O)c2c1
  A: -8; B: -10; C: -25; D: -1; E: -26; F: -0.58; G: -2; H: -5; I: 2

Cc1ccc(-c2cnn(-c3cccc([N+](=O)[O-])c3)c2N)cc1
  A: -10; B: -11; C: -13[20 µM]; D: 0; E: -26; F: -1.4; G: -6; H: 6; I: 0
